# S3 lipid droplet – qHTS Assay for Lipid Storage Modulators in Drosophila S3 Cells; Drosophila S3 cells, BODIPY lipid droplet fluorescence, 18-24 h; cells fed with added oleic acid; hit rate 0.64% among 320,000; AID 2685, 2010; Potency in µM for hits, for the others lipid storage change, negative = inhibition, % at the top dose, mostly 46.1 µM; active = well fitted inhibition curve with a large enough effect in the signal ratio, with a control signal flat, not every such curve was filed as active; inconclusive = small, poorly fitted or top-dose-only effect, or effect the other way, or a change in a side signal; the % refers to the signal ratio
#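 Drosophila S3 cells got compounds at several concentrations plus oleic acid (400 uM solution). Laser-scanning cytometry with 488 nm excitation read lipid droplets at 500-530 nm and cells at 575-640 nm. Percent activity was relative to 20 uM Triacsin C.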
# S3 lipid droplet cell count max – further read-out of S3 lipid droplet, marked with its call; cell number change, %; measured here: cell count max response;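 cells counted by Cell Tracker Red CMTPX staining in the red channel; peak over a dose series mostly up to 46.1 µM; percent activity relative to internal control wells on each plate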
# Numbers without * were called inactive; i = inactive; ? = inconclusive; nt = not tested or not shown; [ ] = dose if it differs, or a comment. % is set by controls: 0 for no effect and ±100 for the full control effect; potency is the fitted concentration of half-maximal effect.
SMILES,S3 lipid droplet,S3 lipid droplet cell count max
CC(C)NS(=O)(=O)c1ccc(OCC(=O)N(C)Cc2ccccc2)cc1,?,nt
C=C(CC1([C@@H](NP(=O)(c2ccccc2)c2ccccc2)[C@H]2C[C@@H]2CCCC)CC1)c1ccccc1,4.9%,9.0
O=S1(=O)N(Cc2ccccc2F)CCCN1Cc1c(F)cccc1Cl,i,-48.2
C=CCNC(=S)Nc1ccc(Cl)c(S(=O)(=O)N2CCOCC2)c1,?,nt
CCOc1cc(CNC)ccc1OCC(=O)NC(C)(C)C,?,nt
Cc1csc(SCc2ccccc2C(=O)O)n1,7.7%,2.8
COc1ccccc1NC(=O)C(C)NC(c1ccccc1)c1ccccc1 (stereo not given),?,nt
CC[N+](CC)(CC#Cc1ccccc1)CC#Cc1ccccc1,-1.4%,nt
O=C(CSCc1ccc([N+](=O)[O-])cc1)N/N=C/c1ccncc1,-6.2%,2.5
COc1ccc(OC)c(S(=O)(=O)ON2C(=O)c3ccccc3C2=O)c1,?,nt

# An excerpt from above in order of count of non-hydrogen atoms, ascending.
SMILES,S3 lipid droplet,S3 lipid droplet cell count max
Cc1csc(SCc2ccccc2C(=O)O)n1,7.7%,2.8
C=CCNC(=S)Nc1ccc(Cl)c(S(=O)(=O)N2CCOCC2)c1,?,nt
COc1ccccc1NC(=O)C(C)NC(c1ccccc1)c1ccccc1 (stereo not given),?,nt

# The results go on:
SMILES,S3 lipid droplet,S3 lipid droplet cell count max
O=C(N/N=C/c1ccc(Br)s1)c1ccncc1,i,nt
O=C(CCNS(=O)(=O)c1ccc(Br)cc1)NCc1ccc(Cl)cc1,i,24.7
CC(C)c1cc(=O)[nH]c(N2CCN(Cc3ccc4c(c3)OCO4)CC2)n1,?,nt
Cn1c(Cn2c(=O)sc3ccccc32)nnc1SCC(=O)N1CCCCCC1,-0.5%,1.4
Cc1onc(-c2ccccc2Cl)c1C(=O)c1ccccc1,16.2%,14.9
Cn1c(CSCC(=O)Nc2ccccc2)nnc1SCc1ccccc1,-0.3%,18.2
CCOC(=O)c1c(C)nc2sc3c(c2c1-c1ccc(OC)cc1)NC(c1ccc(OC)cc1)NC3=O (stereo not given),-3.7%,-2.6
CN(C(=O)c1cccnc1)c1nc(-c2ccccc2)cs1,?,nt
COc1ccccc1NC(=O)N1CCC(C(=O)c2ccc(Cl)cc2)CC1,?,nt
CCn1c2c(c3cc(C(=O)O)ccc31)CCCC2=O,i,10.0

# Next section (three carried over from the part before).
SMILES,S3 lipid droplet,S3 lipid droplet cell count max
CN(C(=O)c1cccnc1)c1nc(-c2ccccc2)cs1,?,nt
COc1ccccc1NC(=O)N1CCC(C(=O)c2ccc(Cl)cc2)CC1,?,nt
CCn1c2c(c3cc(C(=O)O)ccc31)CCCC2=O,i,10.0
CCN(CC)c1ccc(NC(=O)COc2ccccc2C#N)cc1S(=O)(=O)Nc1ccc(OC)cc1,?,nt
CC(C)CCNC(=O)NC(=O)Cn1cc(C(F)(F)F)ccc1=O,?,nt
Cc1ccc(CSc2nnc(Cn3c(=O)sc4ccccc43)n2C)cc1,-3.8%,-7.9
CCOC(=O)CCc1c(C)c2ccc(OC3CCCCC3=O)c(C)c2oc1=O (stereo not given),?,nt
Cc1ccc(CNS(=O)(=O)c2cc3c4c(c2)CCN4C(=O)CC3)cc1,?,nt
Cc1cc(C)cc(NC2=C(N)C(=O)c3ccccc3C2=O)c1,?,nt
Cc1[nH]n(-c2ccccc2)c(=O)c1/C=N/n1c(C)nc2ccccc2c1=O,-7.8%,3.8
COc1ccc(CC(=O)NCC2CCCCC2)cc1OC,5.9%,11.8
COc1cccc(CN2CCN(Cc3ccc(OC)c(OC)c3)CC2CCO)c1 (stereo not given),9.3%,4.0
CN(c1ccccc1)S(=O)(=O)c1ccc(Cl)c(C(=O)Nc2nc3ccccc3[nH]2)c1,?,nt
COc1cc(C)c(C(C)C)cc1S(=O)(=O)n1cnc(C)c1,?,nt
CCOc1ccc(N(CC(=O)NC2CCCC2)C(=O)CSc2nnc(COc3ccccc3)o2)cc1,?,nt
Cc1ccc(CNC(=O)COC(=O)CCOc2ccc(C)cc2)cc1,?,nt
CC(C)CNC(=S)Nc1ccc(S(N)(=O)=O)cc1,-0.4%,-5.0
Nc1ccccc1C(=O)NC1CCCCNC1=O (stereo not given),-3.4%,13.4
COc1ccc2ccccc2c1/C=N/NC(=O)c1ccccc1F,-11.5%,-1.5
O=C(CCc1nnc(-c2ccccc2)o1)NC1CCCCC1,?,nt
COc1ccc(Br)cc1CNC(=O)CCNC(=O)Cn1ccc2ccccc2c1=O,?,nt
COC(=O)c1ccccc1NC(=O)C1CC=CCC1C(=O)O (stereo not given),i,nt
CC(=O)c1ccccc1NC(=O)COC(=O)c1cc2ccccc2[nH]1,?,nt
COc1ccc(C2NC(=O)Cc3cc(OC)c(OC)cc32)cc1OC (stereo not given),8.1%,5.1
CS(=O)(=O)Nc1ccccc1C(=O)Nc1cc(Cl)cc(Cl)c1,i,-22.9
CCN(CC)c1ccc(NC(=O)C2CC3CCC2C3)cc1 (stereo not given),?,nt
Cc1cc(C)c(C)c(S(=O)(=O)N2CCC(C(=O)OCC(=O)N3c4ccccc4NC(=O)C3(C)C)CC2)c1C,i,25.7
COc1ccc2c(c1)C(=O)C(=O)N2,?,nt
O=C1CC(c2ccco2)Cc2nc(N3CCc4ccccc4C3)ncc21 (stereo not given),?,nt
CC(OC(=O)Cc1coc2ccc3ccccc3c12)C(=O)NC(N)=O (stereo not given),?,nt
Cc1nn(Cc2ccccc2)c(C)c1NC(=O)c1cc(-c2ccco2)on1,5.2%,-18.4
COc1ccc(CNc2nnnn2C)c(OC)c1,0.651µM*,-2.1*
Nc1c(C(=O)c2ccc(Cl)cc2)sc2nc3c(cc12)CCC3,?,nt
O=C(O)CCCCCNS(=O)(=O)c1ccc2c(c1)OCCO2,17.4%,11.6
CC(NC(=O)COc1ccc(S(=O)(=O)N2CCCC2)cc1)c1ccccc1 (stereo not given),?,nt
Cc1nc(SCC(=O)N2c3ccccc3Sc3ccccc32)n[nH]1,-6.8%,9.6
CSCC[C@H](NC(=O)c1ccc(Cl)c(S(=O)(=O)N2CCCC2)c1)c1nc2ccccc2[nH]1,-16.2%,nt
O=C(O)/C=C/c1cccc(NC(=O)c2ccc(Cl)cc2)c1,-15.6%,1.1
CCOC(=O)c1ccccc1NC(=O)c1nc2nccc(C)n2n1,?,nt
COc1cc(C(=O)O/N=C(\N)Cc2ccc([N+](=O)[O-])cc2)cc(OC)c1OC,?,nt
CC(C)c1csc(CN2CCN(Cc3ccc(F)cc3)C(CCO)C2)n1 (stereo not given),7.4%,15.6
CCN(C(=O)COC(=O)CNC(=O)c1cccc(C)c1)c1c(N)n(Cc2ccccc2)c(=O)[nH]c1=O,?,nt
Cc1cc(C)nc(SCC(=O)c2ccc(Cl)cc2)n1,15.0%,11.8
Cc1cc(C)cc(N2CN=C3SCC(=O)N3C2)c1,-4.2%,-9.1
c1ccc2c(c1)Oc1cccc3cccc-2c13,12.9%,-11.3
Cc1cc(C(=O)N2CCc3ccccc32)c2cc(F)ccc2n1,?,nt
O=C(CSc1nnnn1-c1ccccc1)Nc1ncc2c(n1)CC(c1ccccc1)CC2=O (stereo not given),?,nt
CCOC(=O)/C=C1\SCC(=O)N1CC(=O)Nc1ccc(OC)c(OC)c1,?,nt
COc1cccc(/C=N\Nc2nncc(-c3ccccc3)n2)c1,-18.9%,-5.5
COc1cccc(CN2CC(C(=O)N(C)Cc3ccc(C)cc3)CCC2=O)c1 (stereo not given),i,12.9
CC(C)n1ncc2c(C(=O)N3CCN(c4ccccc4)CC3)cc(-c3ccccc3)nc21,i,-22.0
Cc1ccc(C(C)C)c(OCc2nnc(SCC(=O)Nc3nccs3)n2C)c1,?,nt
O=S(=O)(Cc1cccc(C(F)(F)F)c1)c1ncn[nH]1,-9.4%,14.5
# Going on with the list.
SMILES,S3 lipid droplet,S3 lipid droplet cell count max
COc1ccc(-c2noc(C3CCCN(S(=O)(=O)c4ccc(C)c(Cl)c4)C3)n2)cc1OC (stereo not given),5.8%,7.7
Cc1occc1-c1nnc(SCC(=O)c2ccccc2)n1CC1CCCO1 (stereo not given),-5.5%,-5.1
O=C(CCCN1C(=O)/C(=C/c2ccccc2Cl)SC1=S)Nc1cccnc1,i[0.369 µM],1.0
Cc1ccc(/C=N/n2c(-c3ccc(Cl)cc3)n[nH]c2=S)s1,2.9%,4.3
O=C(CSc1ncn[nH]1)Nc1c(Br)cc([N+](=O)[O-])cc1Br,-0.3%,-1.0
COc1ccc(N(C)S(=O)(=O)c2cccc(C(=O)N(C)Cc3ccc(C)o3)c2)cc1,?,nt
O=C(Nc1cc(S(=O)(=O)N2CCOCC2)ccc1OCC(F)(F)F)C1=COCCO1,?,nt
Cc1cc(Cl)nc2c(C(C)C)cccc12,?,nt
C/[N+]([O-])=C\CC(=O)c1ccc(-c2ccccc2)cc1,?,nt
CCN1CCN(CC(=O)NC2CCCC2)C(=O)C1=O,?,nt

# 4 of the compounds above, as labelled records:
> Cc1cc(Cl)nc2c(C(C)C)cccc12
  S3 lipid droplet = ?	S3 lipid droplet cell count max = nt
> C/[N+]([O-])=C\CC(=O)c1ccc(-c2ccccc2)cc1
  S3 lipid droplet = ?	S3 lipid droplet cell count max = nt
> O=C(Nc1cc(S(=O)(=O)N2CCOCC2)ccc1OCC(F)(F)F)C1=COCCO1
  S3 lipid droplet = ?	S3 lipid droplet cell count max = nt
> COc1ccc(-c2noc(C3CCCN(S(=O)(=O)c4ccc(C)c(Cl)c4)C3)n2)cc1OC (stereo not given)
  S3 lipid droplet = 5.8%	S3 lipid droplet cell count max = 7.7

# Other results follow:
SMILES,S3 lipid droplet,S3 lipid droplet cell count max
CC1CC(=S)Nc2ccccc2N1C(=O)Nc1ccccc1 (stereo not given),?,nt
Cc1cc(C)c2sc(N(CCN(C)C)C(=O)c3ccc4ccccc4c3)nc2c1,?,nt
Cn1nccc1C(=O)NC(=S)Nc1sc2c(c1C#N)CCCCC2,17.8%,18.6
CSc1ccccc1C(=O)Nc1ncc(C)s1,?,nt
CCC(=O)c1ccc(OCc2ccc(C(=O)OC)o2)c(OC)c1,?,nt
O=C(Nc1ccc(NC(=O)c2sc3ccccc3c2Cl)cc1Cl)c1ccco1,?,nt
CCOc1ccc(C2=Nn3cnnc3SC2)cc1,?,nt
COCCN(CCOC)S(=O)(=O)c1ccc(C(=O)Nc2ccc([N+](=O)[O-])cc2OC)cc1,-13.4%,1.6
C=CCc1ccc(OCC(O)COCC)c(OC)c1 (stereo not given),i,22.6
CCn1c(SCC(=O)N(C)C2CCS(=O)(=O)C2)nnc1-c1cccs1 (stereo not given),?,nt
O=C(CSc1nc(O)c(Cc2ccccc2)c(=O)[nH]1)c1ccccc1,2.1%,4.1
COc1ccc(OCCNC(=O)c2cc(C3CC3)nc3c2cnn3C(C)C)cc1,?,nt
CCN1CCN(CCCNC(=O)CS(=O)(=O)Cc2nc(-c3cccc(OC)c3)oc2C)CC1,?,nt
NC(=O)c1cc(Cl)ccc1OCC(=O)Nc1ccc2c(c1)OCO2,?,nt
O=C(c1ccc(CS(=O)c2cccc(Cl)c2)o1)N1CCN(C2CCCCC2)CC1 (stereo not given),i,-15.9
CC(C)Cc1cc(C(=O)Nc2ccc(F)cc2F)no1,?,nt
Cc1ccccc1OCc1nnc(SCCN2CCCC2)n1-c1ccccc1,2.2%,-7.6
Cc1ccc(/C=N/NC(=O)CCn2nc(C)cc2C)c(C)c1,?,nt
Clc1ccc(C2=NNC(=NCC3CCCO3)SC2)cc1 (stereo not given),-4.4%,4.8
O=C(CSc1nc(-c2ccccc2Cl)ns1)c1ccc(Cl)cc1,12.3%,8.8
CCOC(=O)N1CCN(C(=O)COC(=O)c2ccc(S(=O)(=O)N(CC)CC)cc2)CC1,?,nt
CCCCOC(=O)CCc1nc2ccccc2[nH]c1=O,16.9%,-28.9
CCCc1nc2ccccc2c(=O)n1/N=C/c1ccc(O)c(O)c1,?,nt
O=C(CCc1ccc(S(=O)(=O)N2CCOCC2)cc1)NCCCN1CCCC1=O,?,nt
CCOc1ccc(NC(=O)C2CCC(N3C(=O)C4CC=CCC4C3=O)CC2)cc1 (stereo not given),?,nt
CC(C)c1nnc(NC(=O)c2ccc3c(c2)OCO3)s1,?,nt
O=C(O)CCC(=O)NC(c1ccccc1)c1ccccc1,-4.0%,14.4
C#CCSc1nc(-c2ccccc2)cc(C(F)(F)F)c1C#N,?,nt
CCCNC(=O)COC(=O)/C=C/c1ccc2c(c1)OCO2,?,nt
CN(C)CCNC(=S)Nc1ccc(-c2nc3ccccc3[nH]2)cc1,?,nt
CCN(CC)S(=O)(=O)c1cccc(NC(=O)COC(=O)CNC(=O)c2cccc(F)c2)c1,-1.5%,-14.1
CCOc1ccc(CCNC(=O)c2ccc(C)c(NC3=NC4CS(=O)(=O)CC4S3)c2)cc1 (stereo not given),?,nt
NS(=O)(=O)c1ccc(N2C(=O)C3CC=CCC3C2=O)cc1 (stereo not given),?,nt
Cc1cc(Br)ccc1N=C1C(=O)Nc2ccccc21,9.9%,10.9
Cc1ccccc1N=Cc1cc2c(cc1O)OC(N)=C(C#N)C2c1ccccc1 (stereo not given),-1.2%,10.5
O=S1(=O)[C@H]2CC3O[C@]2(C[C@@H]3c2ccc(F)cc2)CN1Cc1ccc(Cl)cc1,-3.6%,-6.8
O=C(c1ccncc1)N1CCCC(N2CCN(c3cccc(C(F)(F)F)c3)CC2)C1 (stereo not given),8.5%,-2.1
COc1cc(C(=O)Nc2nc(OC)c(-c3ccccc3)c(OC)n2)cc(OC)c1OC,7.6%,-14.4
COc1ccc(C)c(-n2c(N)cc(=O)n(Cc3ccccc3)c2=O)c1,-1.9%,5.7
CCCN(C(=O)c1cn(C)c(=O)c2ccccc12)c1ccccc1C,9.2%,14.4
C=CCn1c(SCC(=O)Nc2cc(C)on2)nc2sc(C)c(C)c2c1=O,?,nt

# A portion of the library; count on the stated rates, not on these rows.
